Screening data deposited in PubChem BioAssay by University of Kansas High Throughput Screening Laboratory.
Pf apPOL inh – Pf-apPOL DNA polymerase inhibition; Recombinant Pf-apPOL, molecular beacon fluorescence, 1.5 h; inhibition, % at 10 µM; 210,000 tested, 0.25% active; AID 1794808
mHTT CaM bind – mHTT-calmodulin interaction abrogation | inhibition, % at 15 µM | AlphaScreen His-mHTT/GST-CaM binding, luminescence | AID 1671202 | 190,000 tested, 3.6% active;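 also: 0% = both proteins with DMSO and 100% = one protein alone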
Target sequence (P42858 whole entry, looked up, stated change not applied): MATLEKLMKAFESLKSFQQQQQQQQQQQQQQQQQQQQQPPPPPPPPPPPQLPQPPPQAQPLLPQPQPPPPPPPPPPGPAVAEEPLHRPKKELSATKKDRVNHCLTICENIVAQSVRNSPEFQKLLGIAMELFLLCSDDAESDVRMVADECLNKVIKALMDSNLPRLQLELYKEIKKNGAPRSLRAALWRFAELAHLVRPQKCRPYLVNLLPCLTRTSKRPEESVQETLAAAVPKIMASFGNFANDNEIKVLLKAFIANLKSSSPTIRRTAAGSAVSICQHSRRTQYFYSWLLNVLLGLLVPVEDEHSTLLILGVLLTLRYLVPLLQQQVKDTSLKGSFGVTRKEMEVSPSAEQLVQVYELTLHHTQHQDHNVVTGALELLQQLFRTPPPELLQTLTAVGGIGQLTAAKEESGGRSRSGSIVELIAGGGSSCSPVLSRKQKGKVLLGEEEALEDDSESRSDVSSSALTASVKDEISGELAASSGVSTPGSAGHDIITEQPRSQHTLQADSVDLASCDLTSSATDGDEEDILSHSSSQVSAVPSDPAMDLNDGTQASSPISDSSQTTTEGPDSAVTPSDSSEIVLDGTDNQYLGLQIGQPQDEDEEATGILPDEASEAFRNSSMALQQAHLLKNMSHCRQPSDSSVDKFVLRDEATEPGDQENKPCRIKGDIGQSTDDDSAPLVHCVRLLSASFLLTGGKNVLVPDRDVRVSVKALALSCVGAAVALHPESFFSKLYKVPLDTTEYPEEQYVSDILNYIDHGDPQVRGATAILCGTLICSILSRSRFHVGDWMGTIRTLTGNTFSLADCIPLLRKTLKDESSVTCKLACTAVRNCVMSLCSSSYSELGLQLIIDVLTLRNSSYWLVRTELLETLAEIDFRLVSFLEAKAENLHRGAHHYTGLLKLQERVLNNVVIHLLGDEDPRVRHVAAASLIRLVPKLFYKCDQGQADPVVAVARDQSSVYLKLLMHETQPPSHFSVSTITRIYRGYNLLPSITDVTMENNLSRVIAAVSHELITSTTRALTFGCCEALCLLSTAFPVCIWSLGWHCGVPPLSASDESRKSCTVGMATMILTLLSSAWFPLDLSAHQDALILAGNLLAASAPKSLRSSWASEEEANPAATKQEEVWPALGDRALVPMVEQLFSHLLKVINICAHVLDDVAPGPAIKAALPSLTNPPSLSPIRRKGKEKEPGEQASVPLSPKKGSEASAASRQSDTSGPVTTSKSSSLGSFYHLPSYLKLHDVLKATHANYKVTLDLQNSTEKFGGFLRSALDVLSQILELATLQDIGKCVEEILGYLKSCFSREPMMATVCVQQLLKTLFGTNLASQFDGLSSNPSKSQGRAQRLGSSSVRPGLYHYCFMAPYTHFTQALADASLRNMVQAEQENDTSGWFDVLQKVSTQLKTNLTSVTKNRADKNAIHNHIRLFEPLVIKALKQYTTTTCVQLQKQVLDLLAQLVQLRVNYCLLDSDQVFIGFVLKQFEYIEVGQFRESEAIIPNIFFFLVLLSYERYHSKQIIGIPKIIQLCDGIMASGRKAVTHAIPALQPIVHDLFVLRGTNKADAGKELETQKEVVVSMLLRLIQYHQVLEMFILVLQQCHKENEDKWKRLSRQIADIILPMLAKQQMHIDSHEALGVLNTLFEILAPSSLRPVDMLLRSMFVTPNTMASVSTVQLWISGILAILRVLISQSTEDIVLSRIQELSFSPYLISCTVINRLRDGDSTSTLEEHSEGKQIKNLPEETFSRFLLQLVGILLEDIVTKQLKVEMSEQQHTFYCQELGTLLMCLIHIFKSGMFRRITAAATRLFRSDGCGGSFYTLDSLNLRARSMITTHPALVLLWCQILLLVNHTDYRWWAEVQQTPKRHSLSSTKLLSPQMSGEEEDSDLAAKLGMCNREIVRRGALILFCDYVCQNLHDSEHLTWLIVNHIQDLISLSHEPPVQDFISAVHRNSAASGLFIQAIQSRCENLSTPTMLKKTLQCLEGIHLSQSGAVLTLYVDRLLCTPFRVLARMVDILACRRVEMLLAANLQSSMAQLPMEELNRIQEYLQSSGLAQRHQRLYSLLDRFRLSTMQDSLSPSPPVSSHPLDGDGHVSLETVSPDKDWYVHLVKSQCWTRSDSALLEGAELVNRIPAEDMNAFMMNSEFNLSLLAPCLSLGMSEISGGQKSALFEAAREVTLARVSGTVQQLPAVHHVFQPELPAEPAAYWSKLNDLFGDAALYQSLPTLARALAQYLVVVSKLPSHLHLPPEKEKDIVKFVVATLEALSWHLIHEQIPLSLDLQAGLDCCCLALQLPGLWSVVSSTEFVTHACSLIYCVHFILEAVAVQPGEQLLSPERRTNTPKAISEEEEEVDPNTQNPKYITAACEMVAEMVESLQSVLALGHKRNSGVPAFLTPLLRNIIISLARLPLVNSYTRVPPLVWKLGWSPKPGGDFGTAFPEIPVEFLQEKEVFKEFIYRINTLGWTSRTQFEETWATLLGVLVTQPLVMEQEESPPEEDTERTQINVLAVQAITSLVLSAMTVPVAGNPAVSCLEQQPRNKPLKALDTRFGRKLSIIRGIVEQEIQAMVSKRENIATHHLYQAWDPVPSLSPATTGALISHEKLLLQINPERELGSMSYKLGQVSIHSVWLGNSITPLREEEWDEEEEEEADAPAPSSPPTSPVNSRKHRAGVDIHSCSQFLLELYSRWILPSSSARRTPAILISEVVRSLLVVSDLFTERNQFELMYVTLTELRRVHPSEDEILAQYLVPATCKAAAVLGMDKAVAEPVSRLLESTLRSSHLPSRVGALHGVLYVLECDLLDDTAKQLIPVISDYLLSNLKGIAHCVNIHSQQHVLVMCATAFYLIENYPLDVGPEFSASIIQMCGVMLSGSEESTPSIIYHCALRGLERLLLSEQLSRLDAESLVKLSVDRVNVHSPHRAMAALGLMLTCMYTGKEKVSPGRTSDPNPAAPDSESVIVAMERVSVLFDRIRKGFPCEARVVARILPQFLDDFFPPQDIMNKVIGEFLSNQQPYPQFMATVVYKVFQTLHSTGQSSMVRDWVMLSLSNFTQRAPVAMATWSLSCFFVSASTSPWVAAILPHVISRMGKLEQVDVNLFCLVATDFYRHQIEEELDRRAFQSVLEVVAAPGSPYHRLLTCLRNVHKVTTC
The depositor's hits bear a star; · = not tested or not shown; & = joins results of further samples. Rule as the data show it: active = inhibition above about 50%; inactive = the rest.

SMILES	Pf apPOL inh	mHTT CaM bind
CCC(C)NC(=O)C1(C)CCC(=O)N1Cc1cc(Br)ccc1OC (stereo not drawn)	3	1
C=CCSc1nnc2c(n1)OC(c1ccc(N(C)C)cc1)N(C(C)=O)c1ccccc1-2 (stereo not drawn)	-17	64*
CCN(CC)c1ccc(CNC(=O)C2CCCN(c3cn[nH]c(=O)c3)C2)cc1 (stereo not drawn)	-1	12
CCCCSc1nnc2c(n1)OC(c1cccc(C)n1)N(C(C)=O)c1ccccc1-2 (stereo not drawn)	-1	29
CN(C)C(=O)Cn1c(=O)c2cccn2c2ccccc21	0	2
Cc1ccc(C2=CC(c3ccc(F)cc3)n3nnnc3N2)cc1 (stereo not drawn)	-6	-8
CC(=O)N1CCc2sc(S(=O)(=O)NCc3ccc4c(c3)OCO4)cc2C1	-4	3
O=C(c1cc(C2CC2)on1)N1CCCC1c1cccc(F)c1 (stereo not drawn)	-4	-14
CC1CCN(S(=O)(=O)N2CCCC(C(=O)NC3CCCCCC3)C2)CC1 (stereo not drawn)	-9	-12
Cc1ccc(NC(=O)Cn2nc3c(cc2=O)CC(C)CC3)cc1 (stereo not drawn)	0	-3
O=C(COC(=O)c1ccc2ccccc2n1)c1cccc([N+](=O)[O-])c1	-3	-4
N#CC1=C(N)N(c2ncn[nH]2)C2=C(C(=O)CCC2)C1c1cccnc1 (stereo not drawn)	-1	3
N#Cc1ccsc1NC(=O)c1ccccc1NS(=O)(=O)c1ccc(F)cc1	5	4
O=[N+]([O-])c1ccc2c(c1)S(=O)(=O)N=C2N1CCCCC1	-1	0
COc1ccc(CC(=O)Nc2ccc(Nc3ccc(-n4nc(C)c(C)c4C)nn3)cc2)cc1	1	24
COc1ccc(C(=O)Nc2cc(C)nn2-c2nc3ccccc3[nH]2)cc1	-11	7
CCc1ccc(-c2nc(-c3ccc4nnc(CC)n4c3)no2)cc1	-8	9
COc1ccccc1NC(=O)CSc1nnc(NC(=O)c2ccc(C)cc2)s1	-6	-1
O=S(=O)(c1ccc2nncn2c1)N(Cc1cccc(F)c1)c1cc(F)cc(F)c1	0	16
Cc1nc(C)c(C(=O)Nc2ccc(F)cc2C)s1	0	2
COc1ccc(OC)c2sc(NC(=O)c3cc(Cl)sc3Cl)nc12	1	0
CCCn1c(C2CCN(C(=O)Cc3cccs3)C2)nc2cccnc21 (stereo not drawn)	2	-2
C=CCn1c(NCCN(CC)CC)nc2c1c(=O)[nH]c(=O)n2C	·	-6
COC(=O)c1ccc2nc(NC(=O)c3ccc(Br)s3)sc2c1	1	-17
Cc1ccc(NC(=O)C=NC(=O)Nc2ccccc2)cc1	-3	14
CN(c1cc(C(F)(F)F)ccn1)N1C(=O)c2ccccc2C1=O	-4	·
COc1ccc2cc(C(N)=O)c(=Nc3ccccc3F)oc2c1	4	-6
O=C(CC(=O)c1cc(Cl)ccc1O)c1ccc(F)cc1	-9	46
CSc1ccccc1C(=O)Nc1ccc(CC(=O)NCc2cccs2)cc1	-3	-16
O=C(O)C1C2C=CC(C2)C1C(=O)NCc1ccncc1 (stereo not drawn)	4	-12
COc1ccc(CNC(=O)C2(C)Cc3ccccc3C(=O)N2C2CCCC2)cc1 (stereo not drawn)	-5	-6
Cc1c(O)ccc2c(=O)c(-c3nc4ccccc4s3)c(C(=O)O)oc12	-7	-1
COC(CNC(=O)Cn1nnc2ccccc2c1=O)OC	-6	10
Cc1ccc(NC(=O)CSc2nc3ccccc3s2)cc1	-2	2
COc1ccc(Cl)cc1NC(=O)CN(c1ccccc1)S(=O)(=O)c1ccccc1[N+](=O)[O-]	-6	20
CCc1ccc(C2=CC(c3cccc(OC)c3)n3nnnc3N2)cc1 (stereo not drawn)	5	-24
N#CC1=C(N)OC2=C(C(=O)CCC2)C1c1ccc([N+](=O)[O-])cc1 (stereo not drawn)	-4	-5
Cc1ccc(F)cc1NC(=O)Cn1nc(N2CCCCCC2)c2ccccc2c1=O	-1	0
O=C(c1ccsc1)N1CCC(n2c(-c3ccco3)nc3cccnc32)C1 (stereo not drawn)	-3	8
CC(C)(C)c1ccc(-c2cc(=O)c3ccc(NC(=O)C4CCCCC4)cc3o2)cc1	-4	3
Cn1nc(-c2nc(C3CC3)no2)c2c1CCN(C(=O)c1cc(F)ccc1F)C2	-2	14
O=C1c2ccc([N+](=O)[O-])cc2C(=O)N1Cc1nc2ccc(Cl)cc2c(=O)o1	-1	-8
Cc1ccc(S(=O)(=O)N(C)CC(=O)Nc2ccc(I)cc2)cc1	-10	2
CC(C)C(=O)Nc1ccc(S(=O)(=O)N(Cc2ccsc2)Cc2ccco2)cc1	10	-6
CC1CCN(C(=O)c2cc3c(s2)CCN(C(=O)c2ccccc2)C3)CC1	-1	4
Cc1nnsc1C(=O)Nc1nnc(-c2ccco2)o1	4	-2
O=C(O)CCC1=NNC(=O)CC1	·	-3
Cc1cccc(CN2CCCn3nc(C(=O)NCc4ccccc4C)cc3C2=O)c1	-1	-3
CCc1cccc(NC(=O)N2CCN(c3nc4ccncc4n(CC(C)C)c3=O)CC2)c1	0	6
Cc1ccc(C2CC(C(F)(F)F)n3nc(C(=O)O)cc3N2)cc1 (stereo not drawn)	1	-5
Additional entries:
SMILES	Pf apPOL inh	mHTT CaM bind
O=C1c2ccccc2NC(c2cccc([N+](=O)[O-])c2)N1c1ccc(F)c(Cl)c1 (stereo not drawn)	0	5
C=C(C)COc1ccc2c(-c3cc4ccccc4oc3=O)cc(=O)oc2c1	-4	10
CC(C)(C)n1nc2c(c1NC(=O)c1cccs1)CS(=O)C2 (stereo not drawn)	-71	3
CCCC1c2cccn2CCN1C(=O)Nc1ccc(C)cc1C (stereo not drawn)	-2	11
Cc1cc(C)n(C(=O)C2C(/C=C(\Cl)C(F)(F)F)C2(C)C)n1 (stereo not drawn)	-8	-12
O=C(COc1ccc(F)cc1)N1CCCC(c2ccnc(-c3ccccc3)n2)C1 (stereo not drawn)	-1	73*
CC1CC(C)CN(S(=O)(=O)c2ccc(F)c(C(=O)Nc3cccc(Cl)c3)c2)C1 (stereo not drawn)	0	-3
CCOc1ccccc1N1CCN(C(=O)CC)C(C)C1=O (stereo not drawn)	4	-6
CC1(C)OC(=O)C(=C2C3C4CC5C2C2C3CC4C52)C(=O)O1 (stereo not drawn)	2&14	·
O=C1OC(c2ccc([N+](=O)[O-])cc2)=N/C1=C\c1ccccc1[N+](=O)[O-]	1	0
Cc1noc(NS(=O)(=O)c2ccc(N/C=C/C(=O)c3ccc4c(c3)OCO4)cc2)c1C	4	48
Clc1ccc(SCC=CCSc2ccc(Cl)cc2)cc1	-2	·
CN(CC(=O)NC(C)(C)C)S(=O)(=O)c1ccc(Br)cc1	-2	-2
CCOc1cc(C2Nc3ccccc3NC3=C2C(=O)CC(c2ccccc2)C3)cc([N+](=O)[O-])c1O (stereo not drawn)	-9	16
Cc1ccccc1CNC(=O)C1(C)CCCN(C(=O)Nc2ccccc2Cl)C1 (stereo not drawn)	0	0
O=C(Nc1ccc(Cl)c(Cl)c1)c1cnc2n(c1=O)CCS2	-1	-1
O=[N+]([O-])c1ccccc1C=Nc1ccc(Br)cc1	6	12
O=C(Nc1ccccc1)OC1CCCC(NC(=O)c2ccc3c(c2)OCO3)C1 (stereo not drawn)	-1	-10
N#CC1=C(N)OC(c2cccs2)=C(C#N)C1c1cccs1 (stereo not drawn)	-1	·
CC(C)Cn1cc(C(=O)NC(C)CCc2ccccc2)c2c3ccccc3n(C)c2c1=O (stereo not drawn)	-6	4

Sorted by SMILES length (falling): part of the list above
SMILES	Pf apPOL inh	mHTT CaM bind
COc1ccc(CC(=O)Nc2ccc(Nc3ccc(-n4nc(C)c(C)c4C)nn3)cc2)cc1	1	24
CC1CC(C)CN(S(=O)(=O)c2ccc(F)c(C(=O)Nc3cccc(Cl)c3)c2)C1 (stereo not drawn)	0	-3
O=S(=O)(c1ccc2nncn2c1)N(Cc1cccc(F)c1)c1cc(F)cc(F)c1	0	16
CCCCSc1nnc2c(n1)OC(c1cccc(C)n1)N(C(C)=O)c1ccccc1-2 (stereo not drawn)	-1	29
CCN(CC)c1ccc(CNC(=O)C2CCCN(c3cn[nH]c(=O)c3)C2)cc1 (stereo not drawn)	-1	12
N#CC1=C(N)N(c2ncn[nH]2)C2=C(C(=O)CCC2)C1c1cccnc1 (stereo not drawn)	-1	3
COc1ccc(CNC(=O)C2(C)Cc3ccccc3C(=O)N2C2CCCC2)cc1 (stereo not drawn)	-5	-6
Cc1cccc(CN2CCCn3nc(C(=O)NCc4ccccc4C)cc3C2=O)c1	-1	-3
O=C(c1ccsc1)N1CCC(n2c(-c3ccco3)nc3cccnc32)C1 (stereo not drawn)	-3	8
CN(c1cc(C(F)(F)F)ccn1)N1C(=O)c2ccccc2C1=O	-4	·
CCCn1c(C2CCN(C(=O)Cc3cccs3)C2)nc2cccnc21 (stereo not drawn)	2	-2
CC(C)(C)n1nc2c(c1NC(=O)c1cccs1)CS(=O)C2 (stereo not drawn)	-71	3
N#CC1=C(N)OC(c2cccs2)=C(C#N)C1c1cccs1 (stereo not drawn)	-1	·
O=C(CC(=O)c1cc(Cl)ccc1O)c1ccc(F)cc1	-9	46
COC(CNC(=O)Cn1nnc2ccccc2c1=O)OC	-6	10

More entries.
SMILES	Pf apPOL inh	mHTT CaM bind
CC(C)N(C(=O)Cn1c(=O)[nH]c2ccccc21)c1ccccc1	-3	-2
O=C(CSc1nnc(-c2ccc3c(c2)OCCO3)o1)N1CCc2ccccc21	-10	-1
COc1ccc(C2=NOC(C(=O)NCc3cccs3)C2)cc1OC (stereo not drawn)	-3	-2
CN1C(=O)S/C(=C/c2ccc(N3CCCC3)cc2)C1=O	-3	13
Cc1ncc(CO)c2cc(-c3nc4ccccc4[nH]3)c(=O)oc12	-3	-2
O=C(CSc1nc2[nH]ncc2c(=O)n1-c1ccccc1)c1ccc(Br)cc1	3	40
Cc1ccc(CNC(=O)Cc2c[nH]c3ncccc23)cc1	-2	-9
COc1ccc(N2C(N)=C(C#N)C(c3ccc(F)cc3)C3=C2CC(C)(C)CC3=O)cc1 (stereo not drawn)	0	13
COCC(=O)Nc1cc(Cl)c(Cl)cc1Cl	1	-16
N#CCCC1(CCC#N)CCCC(CCC#N)(CCC#N)C1=O	-5	-5
COc1ccc(/C=C2/N=C(c3cccc([N+](=O)[O-])c3)OC2=O)cc1OC	3	1
N#C/C(=C\c1cn[nH]c1-c1cccs1)c1nc2ccccc2[nH]1	0	37
O=C(c1ccccc1)c1ccc(OCCN2CCCC2)cc1	-1	3
CC(O)(CNC(=O)C(=O)NCc1cccs1)c1cccs1 (stereo not drawn)	-2	-12
O=C(NC(=S)Nc1n[nH]c(C2CC2)c1N=Nc1ccc(Cl)cc1)c1ccccc1	-3	·
CNC(=O)C(=O)NCCc1ccc(OC)cc1	-9	-1
COc1ccc(-n2c(C)cc(C(=O)CN3CCOCC3)c2C)cc1	-2	-2
Cc1oc(C2CCN(C(=O)c3cc4ccccc4[nH]3)CC2)nc1C(=O)N1CCSCC1	-1	44
Cc1n[nH]c(=O)nc1NCC1CCCO1 (stereo not drawn)	0	1
Cc1noc(C)c1CC(=O)N1CCCC2(C1)Nc1cccnc1NC2=NCc1ccccc1 (stereo not drawn)	-7	-3
O=S1(=O)c2ccc(N3CCC[C@@H]3CO)cc2OCCCN1C1CC1	-1	4
CCCNC(=O)c1cc2c(s1)N(C)CCC2	-4	2
COc1cc(NC(=O)NCc2cccs2)ccc1N1CCCCC1=O	-5	-5
COc1cccc(NC(=O)N2CCn3c(C)ccc3C2C(C)C)c1 (stereo not drawn)	-3	3
COc1cccc2cc(-c3cc(=O)oc4ccc(OCC(C)=O)cc34)oc12	-7	14
Cc1cc(C)c2nc(C)cc(C(=O)N(C)CC#N)c2c1	-3	-4
C=CCn1c(SCC(=O)Nc2sc3c(c2C(=O)O)CCCC3)nnc1-c1cccnc1	4	41
COc1ccc(C(=O)N=c2sc3cccc(OC)c3n2C)cc1	0	-4
CCc1ccc(NS(=O)(=O)c2cc(Br)ccc2OC)cc1	1	-11
Cc1cc(Cl)cc(Cl)c1OCC(=O)Nc1cccnc1	-9	6
CC1CCC2(CC1)NC(=O)N(CC(=O)N1CCCc3ccccc31)C2=O (stereo not drawn)	-8	3
Cc1nn(C)c(C)c1CNC(=O)C1CCCN(c2nnc3c(Cl)cccn23)C1 (stereo not drawn)	2	-4
Cc1ccc(C(=O)Nc2ccc(Cl)cc2C)cc1	-2	-8
COc1ccc(N2CC(C(=O)Nc3c(C)cc(C)cc3C)CC2=O)cc1 (stereo not drawn)	1	6
CCc1nc2c(NC(=O)c3ccc(C)c(C)c3)cccn2n1	0	1
O=C(COc1ccccc1)N1N=C(c2ccc(Br)cc2)CC1(O)C(F)(F)F (stereo not drawn)	-4	28
CN(C)c1nccc(NCc2ccccc2)c1C#N	-2	-7
C=CCSc1nnc2c(n1)OC(c1ccc(OC)cc1)Nc1ccccc1-2 (stereo not drawn)	0	8
Cc1cccc(CN2CCCCC2c2nc(-c3ccncc3)no2)c1 (stereo not drawn)	2	4
Cc1ccc(C)c(NC(=O)c2cc(C)n3nccc3n2)c1	-3	-4
CCc1ccc(-c2cn3cc(C(=O)NCCN4CCN(C)CC4)ccc3n2)cc1	-1	27
CC(C)CCNC(=O)C1(C)CCC(=O)N1CCc1c[nH]c2ccccc12 (stereo not drawn)	-1	-7
Cc1ccc(CNC(=O)COc2ccc(Br)cc2)cc1	-2	-3
COc1ccccc1-c1nc2ccc(C)cn2c1NC(=O)C(C)Cl (stereo not drawn)	-2	8
COc1cc(OC)c(NC(=O)c2n[nH]c(=O)c3ccccc23)cc1Cl	-1	30
CCc1ccc(N(CC(=O)N2CCc3ccccc3C2)S(C)(=O)=O)cc1	-5	22
Cc1noc(-c2ccccc2)c1NC(=O)NCc1c(-c2ccccc2)noc1C	-6	·
COc1ccc(C(=O)C(C)OC(=O)c2cc3cc([N+](=O)[O-])ccc3oc2=O)cc1 (stereo not drawn)	-5	13
CCOc1ccc(Nc2nc(N3CCN(C)CC3)c3ccccc3n2)cc1	-3	31
CCc1noc(C2(NC(=O)c3ccccc3Cl)CCCCC2)n1	8	-5
